Screens (PubChem)
pPAFAH FP inh – pPAFAH enzyme inhibitors, primary screen, biochemical, fluorescence polarization, human. Platelet-activating factor acetylhydrolase (Homo sapiens), Q13093. recombinant pPAFAH, FP-rhodamine probe fluorescence polarization. inhibition, % at 3.39 µM. actives 1.5% (n = 330,000);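 active = inhibition above the mean inhibition across the screen plus 3 SD, cut at about 25% in these data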;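 note: inhibitors block binding of the rhodamine activity-based probe so polarization drops; 0% = enzyme with DMSO and 100% = wells lacking pPAFAH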
Target sequence (Q13093 whole entry, looked up): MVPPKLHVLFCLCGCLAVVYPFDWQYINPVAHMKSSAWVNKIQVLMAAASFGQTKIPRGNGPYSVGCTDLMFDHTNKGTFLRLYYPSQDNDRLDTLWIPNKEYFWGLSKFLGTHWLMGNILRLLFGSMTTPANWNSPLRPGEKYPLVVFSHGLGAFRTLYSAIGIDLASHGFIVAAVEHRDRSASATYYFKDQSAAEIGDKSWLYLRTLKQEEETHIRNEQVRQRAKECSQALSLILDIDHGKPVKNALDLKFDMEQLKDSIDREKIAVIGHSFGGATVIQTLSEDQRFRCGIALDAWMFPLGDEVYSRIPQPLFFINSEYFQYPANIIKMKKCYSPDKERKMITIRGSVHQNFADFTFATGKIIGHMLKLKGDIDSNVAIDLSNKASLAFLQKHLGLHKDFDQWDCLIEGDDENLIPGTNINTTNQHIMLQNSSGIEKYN
Fam108B inh – mouse Fam108B serine hydrolase inhibitors, primary screen, counter-screen for RBBP9 inhibitor project, biochemical, fluorescence polarization | inhibition, % at 9.51 µM | recombinant Fam108B, FP-Rh probe fluorescence polarization | actives 0.33% (n = 300,000);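 active = inhibition above the screen mean inhibition plus 3 SD, computed separately per campaign, cut at about 18% in these data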;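 note: inhibitors lower polarization as less probe binds the enzyme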
PAD4 inh – human PAD4 inhibitors, primary screen, biochemical, fluorescence polarization, 1536-well format; inhibition, % at 6.36 µM; actives 0.41% (n = 330,000); recombinant PAD4, RCA probe fluorescence polarization;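 active = percent inhibition above a cutoff equal to the mean of all tested compounds plus 3 SD, cut at about 15% in these data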;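 note: 0% = PAD4 with RCA probe and DMSO and 100% = probe without PAD4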
Target sequence (Q9UM07 whole entry, looked up): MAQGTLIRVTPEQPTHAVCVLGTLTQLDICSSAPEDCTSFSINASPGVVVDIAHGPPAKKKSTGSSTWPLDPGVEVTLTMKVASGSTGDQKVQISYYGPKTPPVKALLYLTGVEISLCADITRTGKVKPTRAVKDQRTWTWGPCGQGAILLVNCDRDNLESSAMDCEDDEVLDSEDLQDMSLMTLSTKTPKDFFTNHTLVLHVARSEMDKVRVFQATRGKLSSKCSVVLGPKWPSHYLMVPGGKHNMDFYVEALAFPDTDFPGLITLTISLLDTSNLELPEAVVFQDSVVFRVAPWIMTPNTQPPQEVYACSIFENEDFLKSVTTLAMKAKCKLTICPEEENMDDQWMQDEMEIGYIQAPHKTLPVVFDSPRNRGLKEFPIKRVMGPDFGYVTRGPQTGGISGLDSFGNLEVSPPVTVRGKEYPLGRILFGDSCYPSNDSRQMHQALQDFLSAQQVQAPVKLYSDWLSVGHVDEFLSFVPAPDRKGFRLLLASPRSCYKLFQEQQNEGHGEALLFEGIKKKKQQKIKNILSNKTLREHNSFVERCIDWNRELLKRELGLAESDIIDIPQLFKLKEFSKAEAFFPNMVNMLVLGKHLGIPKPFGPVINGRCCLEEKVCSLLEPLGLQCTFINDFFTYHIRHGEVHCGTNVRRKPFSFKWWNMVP
PME-1 inh – PME-1 inhibitors via competitive probe labeling, primary screen, biochemical, fluorescence polarization, FP-Rh probe, HTS | Protein phosphatase methylesterase 1 (Homo sapiens), Q9Y570 | recombinant PME-1 | inhibition, % at 5.9 µM | actives 0.53% (n = 320,000) | AID 2130, 2009;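 active = inhibition above the campaign mean of all compounds plus 3 SD, cut at about 26% in these data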;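 note: competitive labeling of PME-1 active site by serine hydrolase directed probe; 0% = PME-1 with DMSO and 100% = wells lacking PME-1 enzyme; inhibitors block probe labeling so polarization falls and inhibition rises; many of its hits are not listed in these tables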
LYPLA1 counter – LYPLA1 inhibitors, primary screen, counter-screen for PME1 inhibitor project, biochemical, fluorescence polarization, FP-Rh probe ABPP. recombinant LYPLA1. inhibition, % at 5.9 µM. Acyl-protein thioesterase 1 (Homo sapiens), O75608. actives 0.16% (n = 320,000);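 active = inhibition above the mean of all tested compounds plus 3 SD, set per campaign, cut at about 14% in these data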;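 note: inhibitors block serine hydrolase probe labeling of LYPLA1 so polarization falls; 0% = enzyme with DMSO and 100% = wells lacking LYPLA1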
GSTO1 inh – inhibitors of recombinant GSTO1, primary screen, counter-screen for RBBP9 inhibitor project, biochemical, fluorescence polarization; activity-based probe fluorescence polarization; actives 1.1% (n = 300,000); Glutathione S-transferase omega-1 (Homo sapiens), P78417; inhibition, % at 5.96 µM;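 active = inhibition above the campaign mean inhibition plus 3 SD, cut at about 35% in these data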;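 note: 0% = GSTO1-1 with DMSO and 100% = wells lacking GSTO1-1 enzyme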
PAFAH2 inh – PAFAH2 enzyme inhibitors, primary screen, biochemical, fluorescence polarization, human; Platelet-activating factor acetylhydrolase 2, cytoplasmic (Homo sapiens), Q99487; recombinant PAFAH2, FP-rhodamine activity probe; inhibition, % at 3.39 µM; actives 0.99% (n = 340,000);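 active = inhibition above the mean over all tested compounds plus 3 SD, cut at about 30% in these data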;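 note: inhibitors block probe labeling of enzyme so polarization drops; 0% = enzyme with DMSO and 100% = wells lacking PAFAH2 protein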
PAFAH1B3 FP inh – PAFAH1B3 enzyme inhibitors, primary screen, biochemical, fluorescence polarization, human. actives 0.28% (n = 340,000). Platelet-activating factor acetylhydrolase IB subunit alpha1 (Homo sapiens), Q15102. inhibition, % at 3.39 µM. recombinant PAFAH1B3, FP-rhodamine probe;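 active = inhibition above the screen-wide average of all tested compounds plus 3 SD, cut at about 25% in these data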;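 note: 0% = enzyme with DMSO only and 100% = wells lacking PAFAH1B3 protein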
PAFAH1B2 inh – PAFAH1B2 enzyme inhibitors, primary screen, biochemical, fluorescence polarization, human; Platelet-activating factor acetylhydrolase IB subunit alpha2 (Homo sapiens), P68402; recombinant PAFAH1B2, FP-rhodamine activity probe; inhibition, % at 3.39 µM; actives 1.2% (n = 340,000);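 active = inhibition above the mean of all tested compounds plus 3 SD, cut at about 24% in these data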;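 note: 0% = enzyme with DMSO and 100% = wells lacking PAFAH1B2; many of its hits are not listed in these tables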
An asterisk follows results filed as active; x = not tested or not shown.

SMILES | pPAFAH FP inh | Fam108B inh | PAD4 inh | PME-1 inh | LYPLA1 counter | GSTO1 inh | PAFAH2 inh | PAFAH1B3 FP inh | PAFAH1B2 inh
COc1ccc(-c2nc(CSCC(=O)NCC3CCCO3)c(C)o2)cc1OC (centres undefined) | 6 | 2 | 2 | -3 | -5 | 5 | 4 | 4 | 1
Cc1cccc(C)c1OCC(=O)Nc1ccncc1 | -3 | 2 | 2 | -11 | 2 | 9 | -5 | 10 | 1
COc1ccccc1NC(=O)C12CCC(C)(C(=O)C1)C2(C)C (centres undefined) | 6 | 4 | -2 | -5 | 1 | 8 | 4 | 5 | 5
CN1CCN(c2ccc([N+](=O)[O-])c(Sc3nc4ccccc4[nH]3)c2)CC1 | -1 | -1 | -1 | 13 | -1 | 2 | 4 | -3 | -2
Cc1ccnc(NC(=O)c2cccc([N+](=O)[O-])c2C)c1 | 1 | 3 | 2 | -2 | -2 | 4 | 1 | 1 | -1
Cc1cccc(C)c1NC(=O)CN1N=NC2C(=O)N(c3cccc(Cl)c3)C(=O)C21 (centres undefined) | -3 | -2 | -6 | -7 | -3 | 1 | 0 | 0 | 5
O=C(N1CCCC1)C12CC3CCC(CC(C3)C1)C2 | 6 | 1 | 0 | 5 | -2 | 9 | -5 | 2 | 17
Cc1cccc(CC(C)NC(=O)CCc2nnc(-c3ccccc3)o2)n1 (centres undefined) | 6 | 4 | -1 | 4 | 0 | -10 | -2 | 6 | 5
CCCOC1CCCN(C(=O)CCc2nnc(-c3ccc4c(c3)OCO4)o2)C1 (centres undefined) | 1 | 6 | -3 | 4 | 7 | -5 | 7 | 2 | -2
Cc1ccc(S(=O)(=O)Nc2cccc(Cl)c2)cc1NC(=O)c1cccnc1 | 11 | -3 | 3 | 3 | -3 | 5 | 2 | 1 | 2
Brc1ccsc1-c1csc(-c2ccncc2)n1 | 12 | -4 | 1 | 6 | -2 | 2 | -1 | 13 | 4
O=C(O)c1ccccc1C(=O)c1ccc2c(c1)N(Cc1ccc(Cl)c(Cl)c1)C(=O)CO2 | 4 | -2 | -6 | 6 | -4 | -6 | 5 | 5 | 3
CC(C)Nc1nc(C#N)nc(NC(C)C)n1 | 2 | -2 | 0 | 8 | 4 | 10 | 0 | 8 | 7
Cc1ccc(C(=O)N/C(=C\c2ccco2)C(=O)NCCN2CCCCC2)cc1C | -3 | -2 | -3 | -8 | 5 | 5 | 11 | 0 | 0
O=C(COc1cccnc1[N+](=O)[O-])c1ccc(Cl)s1 | 31* | 5 | -4 | 6 | -3 | 35* | 18 | 9 | 4
O=C(O)c1cccc(NCc2cccnc2)c1 | 5 | -3 | -1 | -6 | -1 | 4 | 4 | 8 | -2
C=CCc1ccccc1OCCNCc1ccccc1 | -1 | 2 | 1 | 2 | -2 | 6 | -1 | 5 | 1
COc1ccc2c(/C=C/c3cc[n+](C)cc3)c[nH]c2c1 | 1 | -4 | -5 | -6 | -1 | 14 | 5 | 9 | -3
COc1ccccc1N1CCN(S(=O)(=O)CCNC(=O)CC2CCCCC2)CC1 | 6 | 0 | -1 | 4 | 1 | -4 | -3 | -1 | 4
Cc1nnc(SCC(=O)N2CCCC2)n(N)c1=O | 1 | 2 | 1 | 3 | -3 | 1 | 0 | -3 | -3
CCOC(=O)c1cc(-c2cccnc2)nn1-c1ccccc1C | 2 | 2 | -4 | -4 | -1 | 7 | 3 | -1 | 6
O=C(Nc1ccccc1N1CCCC1)C1CCN(S(=O)(=O)c2ccccc2)CC1 | 1 | 1 | -1 | 10 | -1 | 1 | 10 | 3 | 1
O=C(O)CC1c2ccccc2C=Cc2ccccc21 | 3 | 4 | 5 | -1 | 2 | 2 | -1 | 4 | 0
O=C(COC(=O)c1ncc(Cl)c(Cl)c1Cl)NCc1ccccc1 | 14 | x | -6 | 2 | 0 | x | -1 | -3 | -1
CN(C(=O)c1ccco1)c1nnc(-c2ccc(F)cc2)s1 | -1 | 1 | 0 | -2 | -2 | 2 | -6 | 1 | 2

Additional records.
SMILES | pPAFAH FP inh | Fam108B inh | PAD4 inh | PME-1 inh | LYPLA1 counter | GSTO1 inh | PAFAH2 inh | PAFAH1B3 FP inh | PAFAH1B2 inh
CN(C)CC(C)(C)CNc1ccc(S(=O)(=O)N2CCCC2)cn1 | -4 | x | -1 | x | x | x | -12 | 0 | 2
COc1ccc(OC)c(S(=O)(=O)N(C)CC(=O)N2CCOCC2)c1 | -2 | 4 | -6 | 3 | 1 | 1 | -1 | 4 | 0
C=CC[n+]1c(/C=C/c2ccc(OC(C)=O)c(OC)c2)ccc2ccccc21 | -4 | -7 | -6 | -10 | -4 | 6 | -13 | 1 | 2
CC(C)c1ccc(NC(=O)Cc2cn(C)c3ccccc23)cc1 | 6 | 2 | -1 | 0 | -3 | 3 | -8 | 7 | 1
Cc1ccc(S(=O)(=O)N2CCC(=O)N(C(COCc3ccccc3)C(C)C)CC2)cc1 (centres undefined) | 2 | 3 | -1 | 7 | -1 | 0 | -1 | -3 | 9
O=C(Nc1cc([N+](=O)[O-])ccc1F)C1CCN(S(=O)(=O)c2cccs2)CC1 | -3 | x | 1 | x | x | x | -1 | 0 | 7
CC(=O)N1[C@H](C)C=C[C@]1(Cc1ccccc1)C(=O)NCCN1CCOCC1 | 4 | 2 | 4 | 7 | -2 | 2 | -6 | -9 | -2
COC(=O)[C@@]12CCCN1[C@H](c1ccc(-c3ccc4c(c3)OCO4)cc1)[C@H]1C(=O)N(C)C(=O)[C@H]12 | 0 | x | 1 | x | x | x | -6 | 16 | 6
CCOC(=O)N1CCN(C(=O)c2cccn3c(=O)c4sccc4nc23)CC1 | 4 | 4 | -2 | 1 | -1 | 2 | 4 | 8 | 2
COc1ccc(OC(C)C(=O)N(C)Cc2nc(-c3ccccc3)no2)cc1 (centres undefined) | 5 | -4 | 7 | -5 | 2 | 3 | 6 | 1 | 4
Cc1ccc2cc3cc(C(=O)N4CCN(Cc5ccccc5)CC4)sc3nc2c1 | 5 | -2 | 1 | -6 | -3 | -4 | 2 | -1 | 1
COC(=O)c1ccc(NC(=O)CSCC(=O)OCC(=O)c2ccc(Br)cc2)cc1 | -8 | -6 | -2 | -5 | -3 | 2 | 6 | -1 | 13
CN(C)C(=S)Nc1ccc([N+](=O)[O-])cc1 | 6 | 9 | -2 | -3 | 5 | 5 | -1 | 9 | 8
N#CCc1ccc(OC(=O)c2cccnc2)cc1 | -1 | -2 | -2 | -1 | 2 | 3 | -2 | 7 | 4
CCOC(=O)c1cc(C)[nH]c1C | -4 | 5 | -2 | 2 | 5 | -13 | 0 | 8 | 3
O=C(COC(=O)/C=C/c1ccc(F)cc1)NCc1ccc2c(c1)OCO2 | 4 | x | 2 | x | x | x | 4 | 1 | 5
O=C1c2ccccc2C(=O)N1Cc1ccccn1 | 3 | 2 | -2 | -1 | 7 | 0 | 5 | 7 | 0
Cc1cnc(C(=O)Nc2cccc(S(=O)(=O)N(C)C)c2)cn1 | 2 | 2 | -5 | 2 | 5 | 2 | -3 | -1 | 0
CCCCNC(=O)[C@H]1C[C@H]1[C@@H](O)[C@H](CO)NC(=O)[C@H](Cc1ccccc1)NC(=O)OC(C)(C)C | 2 | -1 | 0 | 1 | 7 | 4 | 3 | 2 | 0
O=C(OCC(=O)N1CCCCC1)c1ccc(OC(F)(F)F)cc1 | 5 | x | 2 | x | x | x | 5 | 11 | 2
CCCc1nc(SCC(=O)c2ccc(OC)cc2)c2ccccc2n1 | 7 | -3 | 1 | 1 | -4 | -7 | -6 | 7 | 8
O=C(O)c1c(-c2ccccc2)c(-c2ccccc2)nc2ccccc12 | 1 | -1 | 0 | 0 | 0 | -9 | 5 | 2 | 7
Cn1c(SCC(=O)NC2CCS(=O)(=O)C2)nnc1-c1ccco1 (centres undefined) | -1 | x | -2 | 0 | -4 | x | 7 | 1 | 4
COc1ccccc1NC(=O)CCC(=O)OCc1ccc([N+](=O)[O-])cc1 | -4 | -4 | -8 | -6 | -1 | -6 | -6 | 2 | 3
O=C(Nc1nc(-c2cccnc2)cs1)c1ccccc1F | 2 | -5 | 0 | 2 | 0 | -10 | 6 | -6 | -2

Continuation.
SMILES | pPAFAH FP inh | Fam108B inh | PAD4 inh | PME-1 inh | LYPLA1 counter | GSTO1 inh | PAFAH2 inh | PAFAH1B3 FP inh | PAFAH1B2 inh
Cn1c(SCc2ccc(Br)cc2)nnc1-c1ccccn1 | 2 | 3 | 2 | -1 | -2 | 9 | x | x | x
Cc1cc(C)c2oc(C(=O)Nc3ccc(S(=O)(=O)Nc4nccs4)cc3)cc(=O)c2c1 | 12 | 0 | 3 | 10 | 2 | -3 | 1 | 2 | 5
O=C(CCC1CCCCC1)Nc1ncn[nH]1 | 3 | -2 | -2 | 5 | 2 | -3 | 2 | 4 | 12
CCC(C)(C)n1nnnc1C(c1cc2cc(OC)ccc2[nH]c1=O)N1CCc2ccccc21 (centres undefined) | 8 | 2 | 2 | 4 | 1 | 8 | 5 | -2 | 0
CCc1ccc(NC(=O)C(=O)N/N=C(\C)CC(=O)NCc2ccc(Cl)cc2)cc1 | 5 | 4 | -2 | 7 | 2 | 7 | -2 | 7 | 5
CC(=O)Nc1ccc(NC(=O)c2ccccc2N(Cc2ccccc2)S(C)(=O)=O)cc1 | 1 | 0 | -3 | 1 | -3 | 4 | 2 | 11 | 0
CCCCNC(=O)C1CCCN(S(=O)(=O)c2c(C)noc2/C=C/c2cccs2)C1 (centres undefined) | 4 | -7 | 0 | -4 | 1 | 15 | -3 | 2 | 6
CCOC(=O)CSc1nc2ccccc2c(=O)n1CCN1CCOCC1 | 3 | -1 | 2 | -2 | -1 | -1 | 4 | 5 | -1
CCOC(=O)c1c(-c2ccc(C)o2)csc1NC(=S)NC(=O)c1ccc(F)cc1 | 1 | -25 | -2 | -8 | -5 | -2 | -15 | -8 | 2
CC(=O)N1N=C(c2ccncc2)CC1c1ccccc1O (centres undefined) | -4 | 2 | -9 | -2 | 1 | -9 | 2 | 17 | 10
COc1ccc(CCNC(=O)C2CCCCC2C(=O)O)cc1OC (centres undefined) | 1 | 1 | 0 | -1 | 0 | 7 | x | x | x
Cc1noc(C)c1CSCC(=O)N(C)CC(=O)Nc1ccccc1C(F)(F)F | 1 | x | 3 | 5 | 1 | x | 0 | 3 | 4
COc1ccc(N2CCN(c3ccc([N+](=O)[O-])cc3Cl)CC2)cc1 | 3 | 7 | -3 | 5 | -7 | -1 | -1 | 4 | 3
CC[N+](C)(CC)CCOC(=O)C1c2ccccc2Oc2ccccc21 | -3 | 2 | -2 | -5 | 1 | 12 | -1 | 13 | 3
CCCCNC(=O)CCn1c(=O)c2ccccc2n(Cc2cc(C)ccc2C)c1=O | 2 | 2 | -2 | 2 | 1 | 5 | -7 | 3 | -4

The list is partial. The share of hits here may be higher or lower than overall.
